From PubChem BioAssay
LYP inh 2 – inhibitors of human LYP (PTPN22) phosphatase; recombinant LYP catalytic domain, DiFMUP fluorescence; inhibition, % at 2 µM; 96,000 compounds, 0.21% hits; AID 640;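 active = inhibition at 2 µM at or above a set limit, the screen mean plus 3 SD, cut at about 24% in these data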;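 note: 0% = DMSO with enzyme and 100% = enzyme fully blocked by orthovanadate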
LYP act – LYP (human) phosphatase activation; Q9Y2R2; recombinant LYP, DiFMUP fluorescence; 0 = plate median, 100 = signal doubled; activation, % at 2 µM; 96,000 compounds, 0.11% hits; AID 697;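 active = activation at 2 µM above a set limit, the mean plus 5 SD, cut at about 37% in these data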
PTK2B oligo ant – Pyk2 (human) oligomerization antagonism; Q293 cells, Pyk2 FERM NanoBiT luminescence; stronger effect = lower value; z-score (the deposit names both 25 µM and 10 µM); 99,000 compounds, 0.83% hits; AID 1347419;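 active = Z-score of -3 or lower, scaled per plate to the spread of control and sample wells; inactive = z-score above -3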;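 note: negative z-score means lost luminescence so less FERM oligomerization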
CYP2C9 act – increases human cytochrome P450 2C9 activity; P11712; recombinant CYP2C9, luciferin-H conversion, luminescence; stronger effect = higher value; factor 1 = untreated enzyme, 0 = blocked; activation factor at 5 µM; 96,000 compounds, 1.4% hits; AID 1024;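 active = activation factor of 2 or more for CYP2C9 at a 5 µM dose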;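 note: 0 = sulfaphenazole-blocked wells and 1 = vehicle-only wells; values of inactives mirror those of a sister screen read the other way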
Target sequence (P11712 whole entry, looked up): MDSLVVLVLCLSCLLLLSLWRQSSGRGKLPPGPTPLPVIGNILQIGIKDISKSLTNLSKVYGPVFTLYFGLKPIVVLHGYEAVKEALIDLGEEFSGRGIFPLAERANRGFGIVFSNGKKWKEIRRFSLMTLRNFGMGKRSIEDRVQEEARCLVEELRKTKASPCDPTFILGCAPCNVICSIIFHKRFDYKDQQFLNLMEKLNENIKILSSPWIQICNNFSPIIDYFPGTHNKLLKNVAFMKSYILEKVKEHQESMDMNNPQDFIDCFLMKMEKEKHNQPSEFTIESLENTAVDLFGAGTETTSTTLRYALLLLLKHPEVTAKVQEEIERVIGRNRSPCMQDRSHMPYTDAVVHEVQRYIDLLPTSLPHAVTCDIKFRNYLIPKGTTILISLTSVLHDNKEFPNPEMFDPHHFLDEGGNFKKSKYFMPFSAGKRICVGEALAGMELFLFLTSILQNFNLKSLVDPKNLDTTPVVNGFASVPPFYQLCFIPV
Ecoli WT expand – E. coli BW25113 growth inhibition, expanded screen. OD600 absorbance. growth inhibition, % at 100 µM. 98,000 compounds, 0.15% hits;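 active = growth inhibition above about 50% at one test dose, limit read from the data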;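 note: growth measured after 20 h incubation at 37 °C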
PostGolgi ctrl – inhibits growth of the yeast control strain. efflux-deficient yeast background strain, growth absorbance A615, 16 h. inhibition, % at 10 µM. 98,000 compounds, 5% hits. AID 738
DAT uptake mod – changed human dopamine transporter uptake under cocaine IC80 | 110,000 compounds, 1.3% hits | Q01959 | B-score at 10 µM | AID 449768 | LLC-PK1 hDAT cells, [14C]-dopamine uptake with cocaine IC80; actives deviate in either direction;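 active = Z score or B-score, a plate-position-corrected score, falls beyond the plate's 99.7% confidence bounds, in either direction; inactive = both scores lie inside the 99.7% bounds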;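 note: scored against the spread of the other compound wells on the same plate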
PostGolgi yeast – growth inhibition of a yeast mutant, post-Golgi transport screen. post-Golgi transport phenotypic cell assay. inhibition, % at 10 µM. 98,000 compounds, 0.9% hits;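 note: yeast cells grown in 1536-well plates; yeast grown about 18 h at 30C before absorbance read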
CYP2C9 inh – blocks human cytochrome P450 2C9; inhibition, % at 5 µM; CYP2C9 Supersomes, luciferin-H conversion, luminescence; 96,000 compounds, 20% hits;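 active = blocking of liver enzyme CYP2C9 beyond about 50% at 5 µM, limit read from the data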; note: values of inactives mirror those of a sister screen read the other way
An asterisk follows results filed as active; · = no result given. Cut-off read from the data, not from the text of the source, unless noted: active = inhibition above about 30%; inactive = the rest.

entry	SMILES	LYP inh 2	LYP act	PTK2B oligo ant	CYP2C9 act	Ecoli WT expand	PostGolgi ctrl	DAT uptake mod	PostGolgi yeast	CYP2C9 inh
1	COc1ccc(N(C(=O)c2ccco2)C(C(=O)NC2CCCC2)c2cccs2)cc1OC (centres undefined)	-6	4	0.27	·	·	·	-0.94	·	·
2	COc1ccc(Br)cc1/C(C)=N/NC1=NCCN1	-1	4	1.1	0.8	8	1	0.68	-2	19
3	CC(C)C(=O)Nc1cccc(-c2cn3ccsc3n2)c1	1	-1	-0.23	0.9	8	14	0.25	4	7
4	O=C(N/N=C/C=C/c1ccccc1)C(O)c1ccccc1 (centres undefined)	-3	6	-0.04	·	·	·	-0.023	·	·
5	CCNC(=O)CN(CCc1ccccc1)S(C)(=O)=O	-17	12	0.69	0.8	-2	7	-0.39	-7	18
6	CC(=O)Nc1ccc(NC(=O)Cn2cc3c(n2)CCC(C)C3)cc1 (centres undefined)	2	-2	·	·	4	7	0.53	8	·
7	O=C(c1cccc(C(F)(F)F)c1)N1CCC(O)(CS(=O)(=O)Cc2ccccc2Cl)CC1	0	2	0.31	0.7	2	4	-0.44	-1	26
8	C/C(CCc1ccco1)=N/NC(=O)CCC(=O)Nc1cccc(Cl)c1	2	1	1.1	0.9	8	7	-0.36	-5	8
9	Cc1ccc(S(=O)(=O)Oc2ccc(/C=N/NC(=O)c3c(Cl)cnn3C)cc2)cc1	0	-5	-0.83	·	·	·	-7.8*	·	·
10	Cc1[nH]nc2oc(=O)c(CCO)c(C)c12	-5	4	-0.38	1.4	6	11	-0.28	4	-39
11	COc1ccc(C2NC(=O)c3sc(=S)n(-c4ccccc4)c3N2)cc1 (centres undefined)	7	-6	-0.23	1.1	0	4	-0.51	2	-12
12	CCC(=C(c1ccc(OC)cc1)c1ccc(OC)cc1)c1cn(CC(O)CN2CCN(C)CC2)c2ccccc12 (centres undefined)	6	-6	·	0.3	1	91*	·	28	70*
13	CCN(CC)S(=O)(=O)c1ccc2c(c1)c(C(=O)O)cn2C	9	-11	0.37	0.8	6	0	0.47	-13	20
14	Cc1ccoc1C(=O)Nc1cccc(Oc2ccccc2)c1	-4	5	-1.1	0.7	6	16	1.8	-6	34
15	COC(=O)c1ccc(C(=O)OCCCc2nc3ccc(N)cc3[nH]2)cc1	-7	8	-0.45	·	·	·	0.18	·	·
16	COc1ccc(C(=O)COc2ccccc2N2C(=O)C3C4C=CC(C4)C3C2=O)cc1 (centres undefined)	6	-4	-0.21	0.9	1	-2	0.33	0	12
17	N/C(=N\OC(=O)c1ccc(Cl)c(Cl)c1)c1cccnc1	1	-5	-0.23	0.9	11	3	-0.21	6	6
18	Cc1noc(C)c1COC(=O)c1cccnc1SCC(=O)Nc1ccc2c(c1)OCO2	0	-1	0.93	0.3	-16	16	0.42	4	74*
19	CCC(=O)N=c1sc2c(C)cc(C)cc2n1CC(=O)OC	4	-7	·	1	-3	18	-0.34	5	-3
20	CC(C)c1nnc(NC(=O)C2CCCCC2)s1	-4	2	·	·	2	2	0.49	0	·
21	O=C(NC1(C(F)(F)F)C(=O)Nc2c1c(=O)[nH]c(=O)n2-c1ccccc1)c1cccnc1 (centres undefined)	-2	0	0.5	0.9	5	-4	0.024	3	14
22	CC1Oc2ccccc2N(CC(=O)NCCc2ccccc2)C1=O (centres undefined)	-7	3	-0.75	0.7	10	-16	0.075	4	26
23	Cn1c(=O)c2c(nc(NCC3CCCO3)n2C)n(C)c1=O (centres undefined)	2	-1	0.69	1.1	-1	4	1.6	-6	-15
24	COc1ccc(OC)c(-n2c(SCC(N)=O)nnc2-c2c[nH]c3ccccc23)c1	·	·	·	0.4	3	4	0.045	-3	58*
25	COCCCn1c(Cc2csc(Nc3cccc(Cl)c3)n2)nnc1SCC(=O)OC1CCCCC1	13	-13	1.2	0.6	-8	4	0.14	-3	44
26	CC(C)Cn1c(=O)[nH]c2ccccc21	3	-2	-0.57	1.4	12	-1	-0.99	-2	-36
27	OCc1cc(CO)c(O)c(CCc2ccccc2)n1	-7	8	-0.49	0.9	6	12	-0.043	-8	14
28	OC(CSc1c(Cl)cccc1Cl)CN1CCN(c2ccc(F)cc2)CC1 (centres undefined)	4	-1	-0.21	1.2	-7	37*	0.89	20	-16
29	COc1ccccc1OCCC(=O)OCC(=O)NC(=O)NC(C)(C)C	·	·	0.13	1	-8	-2	-0.86	-5	2
30	COc1ccc(C(C#N)N2CCOCC2)cc1 (centres undefined)	-5	4	0.6	·	·	·	-0.16	·	·
31	CC(C)(C)OC(=O)NC(CCCCNC=O)C(=O)O (centres undefined)	-8	7	0.22	1	7	16	0.56	0	-5
32	CN(C(=O)c1ccncc1)c1nnc(-c2cnccn2)s1	-4	0	-0.21	0	0	3	-1	14	97*
33	CCCOC(=O)C1=C(C)NC2=C(C(=O)CCC2)C1c1cccc(OC)c1OC (centres undefined)	-9	7	-0.19	0.8	6	3	0.69	13	20
34	CCOC(=O)c1ccc(NS(=O)(=O)c2cc(C)ccc2OC)cc1	-4	3	-1.9	0.4	-2	13	-0.0029	-10	58*
35	COc1ccc(-c2c(C(C)=O)c(C)nc3sc4c(=O)n(-c5ccc(C)cc5)nnc4c23)cc1	0	-2	-0.79	0.1	-14	16	·	-4	86*
36	CC(=O)Nc1nc(C=C(Cl)Cl)cs1	·	·	-0.11	0.7	19	33*	-0.24	10	33
37	CC(C)(C)NC(=O)CSC(=Nc1ccccc1F)NC#N	12	-6	0.19	·	·	·	0.018	·	·
38	Nc1cc(C(=O)c2ccccc2)ccc1N1CCOCC1	-2	-1	-0.17	·	·	·	0.46	·	·
39	CCOc1cc(NS(=O)(=O)c2ccc(NC(C)=O)cc2)c(OCC)cc1NC(=O)C(C)C	-3	3	0.91	0.6	-5	-3	-0.29	-1	40
40	N#CCC(=N)N1CCN(c2cccc(Cl)c2)CC1	-1	4	0.66	1	3	6	1.6	-4	-3
41	O=C(C1CC1)N1CCc2cc(Br)cc(S(=O)(=O)NCc3ccc4c(c3)OCO4)c21	·	·	-0.3	0.9	-2	-1	-0.6	-2	14
42	CCCCOc1nc2ccccc2nc1C(C#N)C(=O)NC1CCCCC1 (centres undefined)	15	-12	-0.41	0.5	-13	-5	·	4	50
43	CCN(CC)S(=O)(=O)c1cc(C(=O)NC2=NCCS2)ccc1Cl	-2	4	-0.67	0.7	2	1	1.5	2	28
44	CC1=CC(C)(C)N=C(NC#N)N1	·	·	-0.35	1.1	2	10	0.091	-1	-15
45	CN1CCN(CCC(=O)Nc2ccccc2Cl)CC1	-1	-2	-0.63	·	-1	2	-0.12	-1	·
46	Cc1ccc(-c2nnn(CC(=O)O)n2)cc1	-4	4	0.99	1	5	6	-0.99	-9	3
47	CCCOc1ccc(N2C(=O)C3ON(c4ccccc4)C(c4ccc(O)c(OC)c4)C3C2=O)cc1 (centres undefined)	-4	4	-1.2	0.5	-10	-4	·	-2	46
48	COc1ccc(NC(=O)CN(c2cccc(F)c2)S(C)(=O)=O)cc1OC	-23	22	-0.27	0.6	8	17	-0.62	12	40

Overlap with the part before: two entries, then new ones.
entry	SMILES	LYP inh 2	LYP act	PTK2B oligo ant	CYP2C9 act	Ecoli WT expand	PostGolgi ctrl	DAT uptake mod	PostGolgi yeast	CYP2C9 inh
47	CCCOc1ccc(N2C(=O)C3ON(c4ccccc4)C(c4ccc(O)c(OC)c4)C3C2=O)cc1 (centres undefined)	-4	4	-1.2	0.5	-10	-4	·	-2	46
48	COc1ccc(NC(=O)CN(c2cccc(F)c2)S(C)(=O)=O)cc1OC	-23	22	-0.27	0.6	8	17	-0.62	12	40
49	Cc1cc(C)n(C2CCCCC2OC(=O)c2ccccc2)n1 (centres undefined)	6	-5	0.76	0.8	0	12	0.12	2	19
50	COC(=O)c1ccc(N2C(=O)CC(N3CCN(c4ccccc4)CC3)C2=O)cc1 (centres undefined)	11	-12	-0.13	·	·	·	-0.22	·	·
51	CCN1C(=O)/C(=C/c2nc3ccccc3c(=O)n2-c2ccccc2)c2ccccc21	13	-9	-3.2*	1	-9	17	-0.013	-3	5
52	Cc1ccc(-c2nn(Cc3ccccc3)cc2/C=C/C(=O)O)cc1	6	-6	-0.93	1	-12	3	0.56	0	-1
53	Nc1c(S(=O)(=O)c2cccs2)c2nc3ccccc3nc2n1Cc1ccccc1	-5	8	-0.2	0.9	-3	13	-1.1	5	12
54	N/C(=N\OC(=O)C12CC3CC(CC(C3)C1)C2)c1ccccc1	4	0	1.3	0.9	-1	3	-0.53	-10	8
55	COC(=O)C1C(=O)c2c([nH]c(C(=O)OC3CCCC3)c2C)CC1C (centres undefined)	2	-2	0.4	0.6	-8	5	1.3	1	37
56	O=C1c2ccccc2C(Nc2ccc3nc(-c4cccnc4)[nH]c3c2)N1Cc1ccco1 (centres undefined)	·	·	·	0.1	3	14	1.5	1	93*
57	O=C(c1ccccc1)N1CCCc2ccccc21	0	0	-0.03	·	·	·	-0.026	·	·
58	Cc1cccc(-n2c(Cc3cc(=O)[nH]c(=O)[nH]3)nnc2SCC(=O)N2CCCCC2)c1	10	-11	·	1	-6	2	·	0	-4
59	Cc1cc(C)n(-c2nc3c(c(=O)[nH]c(=O)n3C)n2Cc2ccc(F)cc2)n1	-4	0	-0.94	0.8	5	6	0.041	10	21
60	O=C(NCC1CC1)c1ccc(Nc2nc3ccc(Br)cc3[nH]2)cc1	9	-5	·	0.3	20	3	1.6	-2	69*
61	COC(=O)c1ccc(CSc2nnnn2-c2ccccc2)o1	3	-2	-0.08	0.6	8	-8	0.5	-5	42
62	COc1ccc(-c2nnc(SC(C)C(=O)Nc3cccc(Cl)c3)o2)cc1 (centres undefined)	-8	7	2.2	0.4	-9	18	0.3	5	61*
63	Cc1cc(C)n(-c2cc(-c3ccccc3)nc(C)n2)n1	-5	0	-0.18	0.8	2	18	-1.3	17	22
64	c1ccc(Cc2nn3c(COc4ccccc4)nnc3s2)cc1	10	-6	-2.3	0.7	3	21	0.092	-1	32
65	CCCCC(CC)C(=O)NCCCN1CCN(CCCNC(=O)C(CC)CCCC)CC1 (centres undefined)	·	·	0.61	0.9	4	-1	0.02	-5	11
66	CNC(=S)NCc1ccc(Cl)cc1	-8	5	0.88	·	·	·	-0.042	·	·
